# Screening data (PubChem BioAssay)
# HEK cytotox: HEK 293 cell cytotoxicity; HEK 293 viability, ATP luminescence (CellTiter-Glo), 48-72 h; Potency, µM (titrated, usually from 115 µM), without a hit: at the highest dose activity change, negative = cytotoxicity, actives largely listed as inhibitors; 94,000 tested, 6.6% active; AID 1345083; also: potency is read from the fitted curve at half-maximal effect; nearly all actives have a fitted effect of over 60% in size
#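 HEK 293 cells seeded at 250 cells/well were exposed to compound for 48 or 72 hr at 37 degree Celsius. Viability taken as ATP content by CellTiter-Glo luminescence.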
# GPT2 inh: GPT2 alanine aminotransferase inhibition. Q8TD30. Recombinant GPT2, coupled pyruvate oxidase/HRP Amplex Red fluorescence. Potency, µM (titrated, usually from 57.7 µM), inactives show top-dose activity change, negative = inhibition, most hits filed as inhibitors. 100,000 tested, 0.25% active; also: potency is read from the fitted curve at half-maximal effect; nearly all actives have a fitted effect of over 60% in size; many of its hits are not listed in these tables
#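 GPT2 10ng/uL, a-KG 250uM, L-Ala 2mM, HEPES pH7.5 + 0.0001% Tween; 30 min RT. Then Amplex mix (PO/HRP/ThPP), 30 min RT dark, fluorescence. AOA 50uM used as positive control.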
# Luciferase inh: blocks purified firefly luciferase enzyme activity; P08659; purified P. pyralis luciferase, luminescence, biochemical; Potency, µM (series often up to 115 µM), for inactives: at the top dose activity change, negative = inhibition, most hits filed as inhibitors; 76,000 tested, 2.5% active; AID 1347043; also: potency is read from the fitted curve at half-maximal effect; nearly all actives have a fitted effect of over 65% in size
#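 Purified 10nM P. pyralis luciferase with 10uM D-luciferin and 10uM ATP in 50mM Tris acetate pH 7.5, 10mM Mg acetate, 0.01% Tween-20, 0.05% BSA. qHTS titration; luminescence read by CCD imager.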
# SNCA viab count: cell viability loss counter-screen. HEK-293-SNCA-luc viability, GF-AFC fluorescence, 24 h. Potency, µM (highest dose often 57.1 µM), inactives show at the top dose activity change, negative = cytotoxicity, hits mostly cytotoxic. 150,000 tested, 0.12% active. AID 1671193;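 also: potency is read from the fitted curve at half-maximal effect; 0% = DMSO-treated cells and -100% = medium-only wells without cells; nearly all actives have a fitted effect of over 30% in size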
#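 HEK-293-SNCA-luc cells (1500/well) plated 24 h, then exposed 24 h to a dilution series; GF-AFC added 30 min at 37C, fluorescence 405/540 nm; normalised to medium-only and DMSO wells, Hill fit.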
# SNCA expr inh: inhibitors of alpha-synuclein (SNCA) gene expression; Potency, µM (series often up to 57.2 µM), for inactives: top-dose activity change, negative = inhibition, most hits filed as inhibitors; HEK-293 SNCA-luciferase knock-in, luminescence, 24 h; 140,000 tested, 0.17% active; AID 1671194;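 also: potency is read from the fitted curve at half-maximal effect; plate controls were DMSO cells for no effect and cell-free wells for full effect; nearly all actives have a fitted effect of over 45% in size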
# NIH3T3 tox: cytotoxic compounds in NIH 3T3 cells; NIH 3T3 viability, CellTiter-Glo ATP luminescence, 48-72 h; Potency, µM (titrated, usually from 96.7 µM), for inactives: at the highest dose activity change, negative = cytotoxicity, hits mostly inhibitors; 94,000 tested, 4.3% active; also: potency is read from the fitted curve at half-maximal effect; nearly all actives have a fitted effect of over 55% in size
#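 ATP-dependent luminescence (CellTiter-Glo) served as the viability signal for NIH 3T3 cells treated with compound for 48 or 72 hr at 37 °C.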
# IP6K1 inhibitor: inhibitors of human IP6K1. Q92551. 140,000 tested, 0.81% active. AID 1645851. activity change, % (series mostly up to about 58 µM). IP6K1 kinase, ADP-Glo luminescence, 2 h; active compounds read low; in the data active = activity change below about -25%
#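 ADP-Glo luminescence measures ADP made by human IP6K1 during a 2 h RT reaction with ATP/IP6 (mix at 1.3 mM/130 uM); top library doses 57.5 and 19.1 uM final.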
# The depositor's hits bear a star; i = inactive; ? = inconclusive; . = no result given; ! = a repeat was not active; [ ] = remark or other dose. Unless noted, calls follow the shape of the dose curve; as a rule, active = well fitted curve in the direction sought with a large enough effect; inconclusive = small, poorly fitted or top-dose-only effect, or another doubt; inactive = no such curve, though single readings can be large; an effect the other way counts as inactive or inconclusive. Unless noted, % is scaled to controls: 0 for no effect and ±100 for the full control effect.
Compound	HEK cytotox	GPT2 inh	Luciferase inh	SNCA viab count	SNCA expr inh	NIH3T3 tox	IP6K1 inhibitor
Cc1ccc(CNc2cc(C)nc3nc(-c4cccc(C)c4)nn23)cc1	.	.	.	?	9%	.	30
CCOC(=O)c1cc(-c2ccc(C)cc2)n(CCC(=O)Nc2ccc(OC)c(OC)c2)c1C	.	.	.	?	?	.	-12
Cc1ccc(-c2ccc3nnc(CNC(=O)Cc4cccc(F)c4)n3n2)cc1C	?	i	3%	-5%	-10%	?	14
O=c1c(O)c(-c2ccc(O)c(O)c2)oc2cc(O)cc(O)c12	.	14µM*!	.	-20%	43%[activator]	.	-55*
CCOC(=O)c1c(C)[nH]c(C)c1S(=O)(=O)N(C)CC(=O)NCc1cccc(Br)c1	.	.	.	-6%	-5%	.	1
O=C(NCC1CC1)C1CN(c2ccccc2)C(=O)N1 (stereo unspecified)	-2%[172 µM]	i	7%[172 µM]	-11%[87.6 µM]	-17%[87.6 µM]	-7%[138 µM]	-2
Cn1nccc1C(=O)NCCc1noc(-c2cccnc2)n1	-3%	i	3%	0%[12.5 µM]	-27%	-11%	38
COc1ccc(CN2CCCC3(C2)C(=NC2CCCCC2)NC(=O)N3c2cccnc2)cc1 (stereo unspecified)	-23%	i	.	-7%	3%	?	-20
O=C(c1ccccc1F)N1CCn2c(nn(-c3ccc([N+](=O)[O-])cc3)c2=O)C1	?	i	-12%	10%	2%	?	0
CCN(CC)CCCNc1oc(-c2ccc(OC)cc2)nc1C#N	.	.	.	2%	-15%	.	2
CN(C)C(=O)c1ccc2c(c1)N(C)C(CC(=O)NC(C)(CO)CO)CO2 (stereo unspecified)	-8%	i	-8%	12%	10%	-2%	1
CN1CCOC[C@H]2CCN(C(=O)c3ccco3)C[C@H]21	4%	i	3%	-6%	-8%	-5%	-1
O=C(NCc1cc(F)ccc1F)[C@@H]1CNC[C@H]1COc1cccnc1	-26%	-11%	-6%	5%	-13%	-14%	15
COc1ccc(CCNC(=O)c2cc3cn(C(C)C)cc3s2)cc1OC	-9%	i	-10%	-4%	6%	-27%	0
COc1ccc(CN2CC[C@H]3COC(=O)N3c3cc(F)ccc3C2)cc1	?	-8%[88.5 µM]	4%[172 µM]	-14%[87.6 µM]	2%[87.6 µM]	-1%[174 µM]	10
NC1=N[C@@]2(c3cc(NC(=O)c4ccc(F)cn4)ccc3F)COC[C@@H]2CS1	.	1%	.	-14%	-1%	.	.
CN(Cc1csc(-c2ccccc2)n1)c1cc(C2CC(O)C2)nc(N)n1 (stereo unspecified)	25µM*	i	-8%	?	-16%	?	0
O=C(NC1CCCC1)C1CCN(C(=O)c2ccc(-c3cccs3)cc2)CC1	?	.	.	.	.	?	1
CCOC(=O)c1ccc(NC(=O)CSc2nnc(-c3ccncc3)n2-c2ccccc2)cc1	.	.	.	0%	28%	.	-27*
CC(C)(C)c1ccc(C(=O)N2CCC(c3n[nH]c(=O)n3Cc3ccc(F)cc3)CC2)cc1	?	i	-5%	?	?	?	-8
CC(C)(C)C1CN(Cc2cccs2)C(=O)c2cccnc2O1 (stereo unspecified)	?	2%[27.3 µM]	.	-8%[23.9 µM]	6%[25.6 µM]	-34%[46.1 µM]	-7
Cc1nn2c(c1-c1ccccc1Oc1ccccc1)N(C(=O)c1ccc(F)cc1)CCC2	?	1%[88.5 µM]	-7%[172 µM]	-9%[87.6 µM]	?	?	12
CCOC(=O)CCc1c(C)nc2c(c(C)nn2-c2ccc(C)cc2)c1C	.	.	.	5%	19%	.	-8
COCCNC(=O)c1ccc(CC2CCN(C(=O)CCc3ccc(OC)cc3)CC2)cc1	?	i	-2%	-6%	8%	-29%	-3
CSc1ccc(CNCc2c(C(=O)O)c(C)n(Cc3ccc(F)cc3Cl)c2C)cc1	.	.	.	0%	-12%	.	-7

# More entries follow.
Compound	HEK cytotox	GPT2 inh	Luciferase inh	SNCA viab count	SNCA expr inh	NIH3T3 tox	IP6K1 inhibitor
Clc1ccc2c(c1)Nc1ccccc1S2	.	?	.	-16%[23.9 µM]	-42%[25.6 µM]	.	15
CSCCNC(=O)C1CCCN1c1nc2ncccc2o1 (stereo unspecified)	3%[172 µM]	-3%[88.5 µM]	-12%[172 µM]	6%[87.6 µM]	-5%[87.6 µM]	-15%[138 µM]	-1
COc1ccc(-c2ccnc(N[C@H]3CO[C@H]4[C@@H]3OC[C@@H]4NC(=O)CC3(CC(=O)O)CCCC3)n2)cc1	2%	-1%	?	1%	-4%	-8%	-15
Cc1noc(-c2ccc(OC(F)(F)F)cc2)c1C(=O)NCc1ccsc1	?	i	-10%	4%	17%	-20%	4
O=C(c1cc(-c2ccc(Br)cc2)n[nH]1)N1CCN(S(=O)(=O)c2ccc(Br)cc2)CC1	.	.	.	8%	3%	.	1
Cc1ccc(CNC(=O)c2cccc(NC(=O)N3CCSc4ncccc43)c2)cc1	.	.	.	-6%	19%	.	-2
O[C@@H]1C[C@@H](c2nc(-c3ccc(F)cc3)no2)N(Cc2cc3ccccc3o2)C1	-14%[172 µM]	-5%[88.5 µM]	?	4%[87.6 µM]	190%[activator][87.6 µM]	2%[174 µM]	1
O=C([C@H]1CCCN1C(=O)c1ccccc1Cl)N1CCC(N2CCOC2=O)CC1	1%	i	.	4%	-13%	-8%	-5
C[C@H]1[C@@H]2[C@@H](O)C([C@H](C)C(=O)NC3CCCC3)CC[C@@]2(C)CC[C@@H]1NC(=O)c1ccncc1 (stereo partly specified)	2%	-22%	-10%	0%	-25%	-18%	7
COc1ccccc1CCC(=O)N1CC(c2nnc(-c3ccncc3)o2)C2(CCOCC2)C1 (stereo unspecified)	-32%	i	-12%	2%	-12%	?	7
CC(C)N1CC[C@@H]2[C@H]1C(=O)NC[C@H](CCC(=O)Nc1ccccc1)N2C	i	1%[88.5 µM]	-2%[172 µM]	5%[87.6 µM]	4%[87.6 µM]	-2%[174 µM]	9
CCCc1nn2c(=O)cc(COC(=O)CNC(=O)COc3ccc(C)cc3)nc2s1	.	.	.	2%	3%	.	-7
Cc1nn(-c2ccccc2)c2c1C(C(C)C)N(C1CCN(C(=O)c3cccnc3)C1)C2=O (stereo unspecified)	?	.	.	.	.	?	-4
COc1cc(CN(C(=O)c2ccc(OC(C)C)cc2)c2ccccn2)cc(OC)c1OC	.	.	.	-8%	22%	.	27
CCn1ncc(N2CCCC(CC(=O)NCc3ccccn3)C2)cc1=O (stereo unspecified)	-4%	i	-4%	-6%	27%	i	10
CCO[C@H]1CN(Cc2ccccc2OCCn2ccnc2)C[C@@H]1O	-4%	-4%	6%	-1%	?	-17%	-5
Cn1cc(-c2cc3n(n2)CCC(=O)N3CCCC(=O)NCc2ccccc2Cl)c2ccccc21	.	.	.	-15%	-19%	.	3
CCCCCC(=O)N1CC(=O)N(Cc2cccc(F)c2)CC(O)C1 (stereo unspecified)	2%	.	.	.	.	?	23
Cc1nnc2ccc(N3CCC(NC(=O)Nc4ccccc4)C3)nn12 (stereo unspecified)	4%[172 µM]	.	.	.	.	-19%[138 µM]	4
O=C1CCSC2(C(=O)N(Cc3ccccc3)c3ccccc32)N1c1ccccc1 (stereo unspecified)	.	.	.	-24%	-4%	.	-6
O=C(Nc1cccc(Cl)c1Cl)c1ccc2c(c1)N(Cc1cccc(Cl)c1)C(=O)c1ccccc1S2=O (stereo unspecified)	.	.	.	-14%	3%	.	1
Cc1cnn(CCC(=O)NC2CCN(c3ccc(=O)n(C)n3)CC2)c1	-11%	?	-6%	-9%	-9%	2%	-4
O=C1COc2ccc(-c3cc(F)cc(F)c3)nc2CN1Cc1ccccc1	?	-2%[88.5 µM]	-2%[172 µM]	1%[87.6 µM]	-13%[87.6 µM]	?	-6
O=C1NC(C(=O)N2CCOCC2)CN1Cc1ccccc1 (stereo unspecified)	-3%[172 µM]	3%[88.5 µM]	2%[172 µM]	11%[87.6 µM]	4%[87.6 µM]	i	-18
CCCN(CC1CCOC1)C(=O)NC1CCCCC1 (stereo unspecified)	-2%	-3%	-10%	-26%	-6%	1%	2

# Three entries out of the list, arranged by molar mass, lowest first.
Compound	HEK cytotox	GPT2 inh	Luciferase inh	SNCA viab count	SNCA expr inh	NIH3T3 tox	IP6K1 inhibitor
Clc1ccc2c(c1)Nc1ccccc1S2	.	?	.	-16%[23.9 µM]	-42%[25.6 µM]	.	15
Cc1cnn(CCC(=O)NC2CCN(c3ccc(=O)n(C)n3)CC2)c1	-11%	?	-6%	-9%	-9%	2%	-4
CCn1ncc(N2CCCC(CC(=O)NCc3ccccn3)C2)cc1=O (stereo unspecified)	-4%	i	-4%	-6%	27%	i	10

# Next part.
Compound	HEK cytotox	GPT2 inh	Luciferase inh	SNCA viab count	SNCA expr inh	NIH3T3 tox	IP6K1 inhibitor
O=C(NC1CC1)C1CCN(C(=O)c2ccc(-c3cncnc3)cc2)CC1	1%	i	.	-7%	32%[activator]	-21%	-3
CSc1ccc(NC(=O)N2CCC(N(CCC(C)C)C3CCOCC3)CC2)cc1	?	-3%	?	-5%	85%[activator]	-16%	9
CN1C2CCC1CC(OC(=O)C(O)c1ccccc1)C2 (stereo unspecified)	.	-5%	.	5%	5%	.	.
Cc1ccc(C(=O)N2CCn3c4c(c5cc(C)ccc53)CCCC42)cc1 (stereo unspecified)	.	.	.	1%	-9%	.	-6
COc1ccc(C(=O)N[C@@H]2CCC[C@@H]2C(=O)NCc2cccc(C)c2)cn1	3%	i	4%	-15%	12%	0%	-3
COc1ccc(CN2CCc3oc(C)c(C(=O)NC(C)Cn4ccc(C)n4)c3C2)cc1 (stereo unspecified)	?	i	3%	-20%	-6%	-8%	-1
CCOc1ccc(CCNC(=O)CN2CCN(Cc3ccc(F)cc3Cl)C2=O)cc1OCC	.	.	.	-9%	12%	.	-5
COc1ccc(CN2CCOc3nc(-c4cc(F)cc(F)c4)ncc3C2=O)cc1	?	-8%[88.5 µM]	-16%[172 µM]	-12%[87.6 µM]	-2%[87.6 µM]	?	-8
O=C(Nc1ccccc1)N1CCc2nnc(C3CC3)n2CC1	0%	-1%	4%	-4%	-6%	-9%	-7
CCN(CC)Cc1ccc2c(c1)CNCCO2	0%	i	-9%	-12%	-4%	-10%	-2
c1ccc(CN(Cc2ccccn2)[C@@H]2C[C@@H]3COCC[C@]3(c3ccccc3)C2)cc1	?	.	.	.	.	?	7
CC1(c2ccccc2)CC(C)(C)N(C(=O)c2cccc(Cl)c2)c2ccccc21 (stereo unspecified)	.	.	.	4%	-29%	.	27
COc1ccc(Cl)cc1NC(=O)Cn1ccn(-c2cc(C)cc(C)c2)c(=O)c1=O	.	.	.	?	?	.	1
CN1CCN2C[C@@H](NC(=O)c3ccc(C#CC(C)(C)O)o3)C[C@H]2C1	-3%	i	15%	0%	-20%	3%	-2
COc1ccccc1C(=O)N1CCN(c2cc(C(F)(F)F)ncn2)CC1	-26%	i	-1%	-15%	-33%	?	-3
CCc1nc(C)c(C(=O)Nc2nn(C)c3cccc(N4CCOC4=O)c23)o1	-6%	-6%	4%	-5%	-18%	i	22

# This is a subset; rates above refer to the full screens.
